Screening results as filed in PubChem BioAssay.
NS3 helicase inh: inhibitors of Hepatitis C virus NS3 helicase. inhibition, % at 10.9 µM. NS3 helicase DNA unwinding, Cy5 molecular beacon fluorescence. 290,000 tested, 0.56% active. AID 1800;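 active = inhibition above the mean of all tested compounds plus 3 SD, set per campaign, cut at about 35% in these data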;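 note: 0% = DMSO wells and 100% = thioflavine S control wells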
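Material: hepatitis C virus NS3 helicase domain fragment enzyme; measured by: Cy5 fluorescence, 0 and 60 min reads; control set: DMSO and thioflavine S; incubation: 60 min unwinding reaction at 25 °C after ATP addition; read-out basis: % inhibition from 60/0 min fluorescence ratio, DMSO 0%, thioflavine S 100%; repeats: singlicate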
SUMO HTRF inh: blocks human SUMOylation mediated by UBC9; P63279; HTRF SUMOylation assay, SAE1/SAE2 + UBC9, in vitro; inhibition, % at 35 µM; 290,000 tested, 0.36% active; in the data active = inhibition above about 50%, passing the limit was not always enough; note: strong numbers were not always called active
Target sequence (P63279 whole entry, looked up): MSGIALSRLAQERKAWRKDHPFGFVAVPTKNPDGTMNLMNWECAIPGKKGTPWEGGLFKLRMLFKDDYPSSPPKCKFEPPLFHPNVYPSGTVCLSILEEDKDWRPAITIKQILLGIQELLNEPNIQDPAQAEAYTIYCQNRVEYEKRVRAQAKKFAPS
CRFBP-R2 agonist: CRF-BP/CRF-R2 complex agonism | HEK293 CRF-R2/CRF-BP, calcium dye fluorescence (FLIPR); percent of saturating CRF peptide response | activation, % at 13.2 µM | 350,000 tested, 0.46% active;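 active = activation of at least 50%, plus an integration ratio under a set limit after plate pattern correction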;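 note: plate controls were neutral control wells without compound for no effect and CRF at EC100 for full effect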
DNA FID counter: counter-screen for HCV NS3 helicase inhibitors: DNA intercalator displacement; 290,000 tested, 0.17% active; inhibition, % at 7.9 µM; DNA fluorescent intercalator displacement, fluorescence; in the data active = inhibition above about 37%;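 note: 0% = vehicle and 100% = reference compound; higher means more ethidium bromide displaced from hairpin DNA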
CRFR2-BP antag: blocks CRF-induced signaling of the CRF-BP/CRF-R2 complex; inhibition, % at 11.8 µM; HEK293 CRF-R2/CRF-BP, CRF-induced calcium fluorescence; AID 588475; 350,000 tested, 0.59% active;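 active = inhibition of the ligand-induced calcium signal above about 50% at the single tested concentration, limit read from the data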
GalR3 antag: human GalR3 antagonism. 360,000 tested, 0.44% active. O60755. inhibition, % at 3 µM. HEK293 GalR3-CNG cAMP membrane potential fluorescence; galR3 body fused to GalR1 C-terminus;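 active = inhibition above the screen-wide average plus 3 SD, cut at about 13% in these data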;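 note: forskolin and galanin both at EC90 stimulate the cells; cAMP rise reported by CNG channel membrane potential dye signal; 0% = forskolin plus galanin with DMSO and 100% = forskolin alone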
Target sequence (O60755 1-299 limits assumed): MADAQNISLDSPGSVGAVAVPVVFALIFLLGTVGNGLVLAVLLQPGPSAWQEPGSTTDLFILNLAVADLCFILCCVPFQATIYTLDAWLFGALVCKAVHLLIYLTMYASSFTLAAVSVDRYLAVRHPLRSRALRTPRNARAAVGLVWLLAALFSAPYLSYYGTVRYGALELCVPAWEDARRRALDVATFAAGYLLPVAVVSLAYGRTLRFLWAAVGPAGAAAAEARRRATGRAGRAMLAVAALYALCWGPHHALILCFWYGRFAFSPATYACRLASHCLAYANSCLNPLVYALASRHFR
An asterisk follows results filed as active; · = no result given.

item	Structure	NS3 helicase inh	SUMO HTRF inh	CRFBP-R2 agonist	DNA FID counter	CRFR2-BP antag	GalR3 antag
1	Cc1ccc2nc(C(C)(C)C)c(Cc3cccc(Cl)c3)n2c1	·	·	·	·	·	-7
2	CC1(C(=O)NCc2ccccc2)CSCC(=O)N1Cc1cccs1 (centres undefined)	·	·	·	·	·	-7
3	CO[C@H]1CN(C)C(=O)c2ccc(NC(=O)C3CCC3)cc2OC[C@H](C)N(Cc2ccc(F)cc2)C[C@@H]1C	·	·	·	·	·	-5
4	CC(C)(C)NC(=O)C(c1ccccc1F)n1c(=O)c(-c2ccco2)nc2ccccc21 (centres undefined)	·	·	·	·	·	-7
5	CCCS(=O)(=O)NC(=O)C1(C)CCN(C(=O)c2ccc(SC(F)(F)F)cc2)C1 (centres undefined)	·	·	·	·	·	-6
6	COC(=O)C(C(=O)OC)c1ccccc1NS(=O)(=O)c1ccc(C)cc1	·	·	·	·	·	-5
7	CC1(C(=O)NS(=O)(=O)c2ccc(F)cc2F)CCN1C(=O)c1ccccc1 (centres undefined)	·	·	·	·	·	-4
8	CSCCC(C(=O)NC1CCCC1)n1c(-c2ccncc2)nc2ccccc21 (centres undefined)	·	·	·	·	·	-4
9	COc1ccc(C(C)(O)c2nc(-c3ccc(F)c(Cl)c3)cs2)cc1 (centres undefined)	·	·	·	·	·	-7
10	O=C(NCc1ccccc1)c1cc(C2CCCCN2S(=O)(=O)Cc2ccccc2)on1 (centres undefined)	·	·	·	·	·	-5
11	CCCS(=O)(=O)NC(=O)C1(C)CCCN(C(=O)c2ccccc2)C1 (centres undefined)	·	·	·	·	·	-8
12	Cc1ccc(S(=O)(=O)N[C@H](CNCc2ccccc2)C(C)C)cc1	·	·	·	·	·	-9
13	CCCCN(C=O)c1c(CC)nc2ccc(C(=O)NCc3ccccc3OC)cn12	·	·	·	·	·	-7
14	CCNC(=O)OC[C@H]1O[C@H](C#Cc2ccc(C(C)(C)C)cc2)C=C[C@H]1O	·	·	·	·	·	0
15	CC(C)(C)n1nnnc1C(c1cc2ccccc2o1)N1CCCCC1 (centres undefined)	·	·	·	·	·	-3
16	CCCCNC(=O)C1(C)CCCCN1C(=O)c1ccc(F)cc1Cl (centres undefined)	·	·	·	·	·	-1
17	COc1ccc(Cl)cc1-c1noc([C@@H]2O[C@H](CO)[C@@H](O)[C@H]2O)n1	·	·	·	·	·	-3
18	CNc1cccc(-c2ccc(N3CCN(C)CC3)nc2)n1	·	·	·	·	·	-6
19	COc1ccc(OC)c(NC(=O)C2(C)CCN2Cc2ccsc2)c1 (centres undefined)	·	·	·	·	·	-4
20	CCC(C(=O)NCc1ccccc1)n1c(-c2cccs2)nc2ccccc21 (centres undefined)	·	·	·	·	·	-8
21	CC(C)CNC(=O)C1(C)CCN1C(=O)c1ccc(C(C)(C)C)cc1 (centres undefined)	·	·	·	·	·	-3
22	COC(=O)C1=C(C)N(Cc2ccc(C(F)(F)F)cc2)C(=NCc2ccccc2C(F)(F)F)NC1c1ccccc1 (centres undefined)	·	·	·	·	·	-6
23	NC(=O)c1cccc(-c2ccnc3c2CC(C(=O)Nc2cccc(C(F)(F)F)c2)O3)c1 (centres undefined)	·	·	·	·	·	-3
24	CC(O)(c1ccc(F)c(F)c1)c1nc(-c2ccc3ccccc3c2)cs1 (centres undefined)	·	·	·	·	·	-2

Filtered by structure: those above with two or more sulfur atoms (2)
item	Structure	NS3 helicase inh	SUMO HTRF inh	CRFBP-R2 agonist	DNA FID counter	CRFR2-BP antag	GalR3 antag
2	CC1(C(=O)NCc2ccccc2)CSCC(=O)N1Cc1cccs1 (centres undefined)	·	·	·	·	·	-7
5	CCCS(=O)(=O)NC(=O)C1(C)CCN(C(=O)c2ccc(SC(F)(F)F)cc2)C1 (centres undefined)	·	·	·	·	·	-6

(listing goes on)
item	Structure	NS3 helicase inh	SUMO HTRF inh	CRFBP-R2 agonist	DNA FID counter	CRFR2-BP antag	GalR3 antag
25	COc1ccc(-c2nc3c(C)cc(Br)cn3c2Cc2ccc(C)cc2)cc1OC	·	·	·	·	·	-6
26	CCCCC(=O)N(C)c1c(C)nc2ccc(C(=O)N3CCN(C(C)=O)CC3)cn12	·	·	·	·	·	-7
27	CCC(c1nc2ccccc2[nH]1)n1c(-c2ccc3ccccc3c2)nc2ccccc21 (centres undefined)	·	·	·	·	·	-9
28	OC(c1ccc(F)c(F)c1)c1ncc(-c2ccc(Cl)cc2)[nH]1 (centres undefined)	·	·	·	·	·	-5
29	Cc1ccc(S(=O)(=O)N2C(c3ccccc3)CC(=O)C3CN(S(=O)(=O)c4ccc(Cl)cc4)C(c4ccccc4)CC32)cc1 (centres undefined)	·	·	·	·	·	1
30	CCCNC(=O)C1(C)CCCN(Cc2ccccc2F)C1 (centres undefined)	·	·	·	·	·	-5
31	CN(C)CCNC(=O)c1cccc(-c2cnc3c(NC=O)cc(-c4ccc(C(=O)N5CCOCC5)cc4)cn23)c1	·	·	·	·	·	-3
32	CSc1nn(CCC#N)c(=O)[nH]c1=O	·	·	·	·	·	0
33	COCCNC(=O)C1(C)Cc2c(-c3cccc(NC(C)=O)c3)ccnc2O1 (centres undefined)	·	·	·	·	·	9
34	COc1ccccc1C(=O)N1CCN(C(=O)[C@@H](Cc2ccccc2)NC(=O)[C@H]2O[C@@H](n3ccc(=O)[nH]c3=O)[C@H](O)[C@@H]2O)CC1	·	·	·	·	·	-6
35	COC(=O)[C@]12CCCCC=C1N(CCc1ccc(OC)c(OC)c1)C(=O)[C@H](CC(=O)N1CCSCC1)C2	·	·	·	·	·	-4
36	Cc1cccc(S(=O)(=O)NC(=O)C2(C)CCN2C(=O)C/C=C/c2ccccc2)c1 (centres undefined)	·	·	·	·	·	-6
37	C=Cc1ccc(Cn2c(C)c(C(=O)NCc3ccccc3C(F)(F)F)sc2=O)cc1	·	·	·	·	·	1
38	COCCC(=O)N1CCOCC1c1cc(C(=O)NCc2ccccc2)no1 (centres undefined)	·	·	·	·	·	-8
39	COC(=O)c1cc2c(c3c4cc(F)ccc4n(S(=O)(=O)c4cccc(C)c4)c13)C(=O)N(Cc1ccco1)C2	·	·	·	·	·	-3
40	N#Cc1ccc(S(=O)(=O)N2CCCCC2c2cc(C(=O)NCc3ccccc3)no2)cc1 (centres undefined)	·	·	·	·	·	-5
41	COCCNc1ncnc2c1ncn2[C@H]1CN(CCN2CCOCC2)C[C@@H](CO)O1	·	·	·	·	·	-6
42	Cc1ccccc1NC(=O)C1C(=O)Nc2ccccc2C(=O)N1Cc1ccccc1 (centres undefined)	·	·	·	·	·	-6
43	CC(C)[C@@H]1O[C@H](CCc2ccccc2)CC2=C1C(=O)OC(C)(C)O2	·	·	·	·	·	-8
44	CCCCN(CCCNC(=S)NCCCc1cnc[nH]1)c1ccc(Br)cn1	·	·	·	·	·	-5
45	CC(C)C[C@H]1CN([C@@H](CC(C)C)CN2CCC[C@@H]2CN2C(=S)NC[C@@H]2Cc2ccc(O)cc2)C(=S)N1CCc1ccccc1	·	·	·	·	·	2
46	O=C(Nc1ccc(Oc2ccccc2)cc1)c1csc([C@H]2C[C@H](O)[C@@H](CO)O2)n1	·	·	·	·	·	84*
47	CCOC(=O)[C@@H]1CSCCS(=O)(=O)N1C(=O)[C@H](Cc1ccccc1)NC(=O)OC(C)(C)C	·	·	·	·	·	-1
48	C(=C\c1ccccc1)/CN1CCN(C(c2ccccc2)c2nnnn2Cc2ccccc2)CC1 (centres undefined)	·	·	·	·	·	-4
49	CC(C)c1cccc(-c2csc(C(C)(O)c3ccc(F)c(F)c3)n2)c1 (centres undefined)	·	·	·	·	·	-6
50	Cc1ccc(N2CCN(C(C(=O)Nc3c(C)cccc3C)c3ccccc3OC(F)(F)F)CC2)cc1 (centres undefined)	·	·	·	·	·	-6
51	CC1(C(=O)NS(=O)(=O)c2ccc3c(c2)CCO3)CCN1C(=O)COc1ccc(Cl)cc1 (centres undefined)	·	·	·	·	·	-1
52	COc1ccc(NC(=O)C2(C)Cc3c(-c4ccc(N(C)C)cc4)ccnc3O2)cc1 (centres undefined)	·	·	·	·	·	-6
53	COc1ccc(C2=Nc3ccccc3N(C(=O)c3ccc(C(F)(F)F)cc3)C2C(=O)NCc2ccccc2)cc1 (centres undefined)	·	·	·	·	·	-8
54	CCCCCCCCN1C(=O)[C@@H](CC(=O)NCCCOC)C[C@@]2(C(=O)OC)C1=C[C@H](C1CCCC1)O[C@@H]2C	·	·	·	·	·	-2
55	COc1ccc(Cl)c(-c2cc(C(=O)NC(C)C)[nH]n2)c1	·	·	·	·	·	-7
56	Clc1cccc(-c2nc3c4ccccc4ccn3c2Cc2ccsc2)c1	·	·	·	·	·	-3
57	O=S1(=O)N[C@@H](Cc2ccccc2)COc2cc(N3CC[C@H](O)C3)ccc21	·	·	·	·	·	-4
58	COc1ccc(Cc2c(-c3ccccc3)nc3ccc(C)cn23)c(C)c1	·	·	·	·	·	-7
59	O=C(OC1CC2CC1[C@H]1CCCCN1C2=O)N1CCC(c2ccccc2)CC1 (some centres undefined)	·	·	·	·	·	-6
60	O=C(NCc1ccccc1)c1cc(C2COCCN2C(=O)c2cccs2)on1 (centres undefined)	·	·	·	·	·	-1
61	CCCNC(=O)c1cc(C2CCCN(C(=O)c3ccc(OC)cc3)C2)on1 (centres undefined)	·	·	·	·	·	-4
62	CC1(C(=O)NS(=O)(=O)c2ccccc2)CCN1C(=O)c1ccccc1 (centres undefined)	·	·	·	·	·	6
63	COc1ccc(CNC(=O)C2Cc3c(-c4ccccc4Oc4ccccc4)ccnc3O2)cc1OC (centres undefined)	·	·	·	·	·	-9
64	COc1ccc(C(c2nnnn2C2CCCC2)N2CCN(C/C=C/c3ccccc3)CC2)cc1 (centres undefined)	·	·	·	·	·	-2
65	COc1c(C)cc(C(O)c2ncc(-c3ccccc3C)[nH]2)cc1C (centres undefined)	·	·	·	·	·	-4
66	CN1CCN(c2ncnc3c2ncn3[C@H]2CN(Cc3ccc(F)cc3)C[C@@H](CO)O2)CC1	·	·	·	·	·	-1
67	CC(C)n1c(=O)c2ccccc2n1Cc1cn(-c2ccccc2)nn1	·	·	·	·	·	-6
68	CC(=O)Nc1cc(-c2cccc(F)c2)cn2c(-c3ccc(S(C)(=O)=O)cc3)cnc12	·	·	·	·	·	-5
69	COc1ccc(-c2ccc(-c3noc(-c4ccc(OC)c(OC)c4)n3)c(OC)n2)cc1	·	35	·	·	·	-5
70	Cc1cccc(N2CCCn3c2nc2c3c(=O)n(CC(=O)OCc3ccccc3)c(=O)n2C)c1	·	16	·	·	·	-8
71	O=C1CCCCCN1CP(=O)(O)CN1CCOCC1	·	22	·	·	·	-6
72	COc1cccc(Cn2c(NCc3ccccn3)nc3c2c(=O)n(C)c(=O)n3C)c1	-4	·	·	-24	·	14*
73	Cc1oc(-c2ccc(F)cc2)cc1-c1nn2c(-c3ccco3)nnc2s1	21	·	·	-8	·	-7
74	O=S(=O)(c1cccc2cnccc12)N1CCNCC1	·	·	3.0	·	-24	·
75	NC1=NC[C@@H](CC2CCCCC2)N1CCc1cc(C(F)(F)F)cc(C(F)(F)F)c1	·	·	78*	·	-34	·

Some of these compounds in order of heavy-atom count, low to high:
item	Structure	NS3 helicase inh	SUMO HTRF inh	CRFBP-R2 agonist	DNA FID counter	CRFR2-BP antag	GalR3 antag
71	O=C1CCCCCN1CP(=O)(O)CN1CCOCC1	·	22	·	·	·	-6
65	COc1c(C)cc(C(O)c2ncc(-c3ccccc3C)[nH]2)cc1C (centres undefined)	·	·	·	·	·	-4
62	CC1(C(=O)NS(=O)(=O)c2ccccc2)CCN1C(=O)c1ccccc1 (centres undefined)	·	·	·	·	·	6
75	NC1=NC[C@@H](CC2CCCCC2)N1CCc1cc(C(F)(F)F)cc(C(F)(F)F)c1	·	·	78*	·	-34	·
69	COc1ccc(-c2ccc(-c3noc(-c4ccc(OC)c(OC)c4)n3)c(OC)n2)cc1	·	35	·	·	·	-5
66	CN1CCN(c2ncnc3c2ncn3[C@H]2CN(Cc3ccc(F)cc3)C[C@@H](CO)O2)CC1	·	·	·	·	·	-1
63	COc1ccc(CNC(=O)C2Cc3c(-c4ccccc4Oc4ccccc4)ccnc3O2)cc1OC (centres undefined)	·	·	·	·	·	-9

A portion of the library; rates above refer to the full screens.
